KCNQ1 inh: inhibitors of human KCNQ1 channel, primary screen, cell-based, thallium flux, high-throughput. B-score at 10 µM. actives 1.3% (n = 310,000). CHO-K1 KCNQ1, FluxOR thallium flux fluorescence; stronger effect = higher value;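 active = compounds whose thallium flux B-score, printed positive for inhibition, exceeds three library SD while starting fluorescence stays within three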;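 note: channel opened by potassium depolarization with thallium stimulus after 20 min compound exposure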
hERG rescue: hERG rescue from dofetilide block, primary screen, cell-based, CHO-hERG, FluxOR thallium flux, dofetilide IC70. dofetilide IC70 present. Voltage-gated inwardly rectifying potassium channel KCNH2 (Homo sapiens), Q12809. activation (rescue from dofetilide block), less the hit threshold, % at 10 µM. actives 0.51% (n = 310,000);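 active = activation above the mean of controls blocked by dofetilide plus 5 SD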;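 note: thallium influx through hERG after potassium depolarization seen as dye fluorescence rise; in these data hits start at about 4.7%; inactives centre near -7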
KCNK3 block: human KCNK3 channel inhibitors, primary screen, CHO cells, FluxOR thallium flux, B-score. Potassium channel subfamily K member 3 (Homo sapiens), O14649. FluxOR fluorescence; stronger effect = lower value. B-score at 10 µM. actives 0.84% (n = 340,000). AID 602410, 2012;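 active = B-score under library mean minus 4 SD, starting fluorescence ratio at most library mean plus 5 SD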;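 note: more negative B-score means stronger inhibition of thallium flux through KCNK3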
Target sequence (O14649 whole entry, looked up): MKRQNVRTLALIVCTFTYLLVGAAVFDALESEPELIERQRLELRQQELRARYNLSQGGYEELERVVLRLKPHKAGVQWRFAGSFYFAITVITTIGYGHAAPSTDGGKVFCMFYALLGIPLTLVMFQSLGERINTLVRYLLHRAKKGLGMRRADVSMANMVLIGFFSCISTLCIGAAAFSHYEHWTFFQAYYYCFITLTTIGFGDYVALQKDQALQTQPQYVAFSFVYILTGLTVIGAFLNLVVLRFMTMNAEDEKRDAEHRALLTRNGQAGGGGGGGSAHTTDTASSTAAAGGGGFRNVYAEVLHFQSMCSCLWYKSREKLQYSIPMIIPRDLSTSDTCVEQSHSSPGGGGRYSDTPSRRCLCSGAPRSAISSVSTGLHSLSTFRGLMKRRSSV
ANO1 activ: TMEM16A chloride channel activators or potentiators, primary screen, cell-based, HTS; actives 0.3% (n = 340,000); AID 623877, 2012; HEK293 TMEM16A/YFP-H148Q/I152L, iodide quench fluorescence; stronger effect = lower value; B-score at 10 µM;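 active = fluorescence-ratio B-score plate-corrected deviation score at least 3 library SD below zero, with starting fluorescence score within 5 deviations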;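 note: channel opened by trigger with iodide after compound preincubation; score built on the fluorescence ratio of max minus min over baseline; more negative score means more quench and so TMEM16A activation or potentiation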
ANO1 block: TMEM16A chloride channel inhibitors, primary screen, cell-based, HTS; Anoctamin-1 (Mus musculus), Q8BHY3; HEK293 TMEM16A/YFP iodide influx fluorescence, ionomycin; normalized B-score (activity score, 25-100; higher = stronger inhibition) at 10 µM; actives 1.2% (n = 310,000); AID 588511, 2011;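 active = ratio plate-corrected score three or more library SD toward inhibition, starting fluorescence score within five deviations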;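 note: score derived from kinetic fluorescence span divided by baseline fluorescence per well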
HDAC3 inhib: HDAC3 deacetylase inhibitors, primary screen, biochemical, fluorescence, cell-free homogeneous. Histone deacetylase 3 (Homo sapiens), O15379. recombinant HDAC3, fluorogenic peptide/trypsin coupled. inhibition, % at 8.3 µM. actives 0.15% (n = 320,000); in the data active = inhibition above about 26%, passing the limit was not always enough; inconclusive = no clear call, values can overlap the other calls
Target sequence (O15379 whole entry, looked up): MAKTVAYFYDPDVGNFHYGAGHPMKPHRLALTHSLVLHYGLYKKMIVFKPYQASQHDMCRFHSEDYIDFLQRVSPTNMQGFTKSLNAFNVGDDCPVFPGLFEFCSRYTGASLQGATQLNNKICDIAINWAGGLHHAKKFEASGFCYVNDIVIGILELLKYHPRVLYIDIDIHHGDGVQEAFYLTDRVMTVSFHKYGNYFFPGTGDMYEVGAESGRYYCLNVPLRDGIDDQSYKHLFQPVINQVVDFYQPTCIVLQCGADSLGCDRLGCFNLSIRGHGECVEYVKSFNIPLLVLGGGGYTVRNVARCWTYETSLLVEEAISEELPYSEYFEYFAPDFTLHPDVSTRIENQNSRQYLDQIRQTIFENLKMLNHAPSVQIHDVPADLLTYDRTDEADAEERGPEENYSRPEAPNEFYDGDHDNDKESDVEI
TRPC4 act: activators of mouse TRPC4 channel, primary screen, Fluo4 calcium, HEK293 TRPC4beta/mu-opioid cells | B-score at 10 µM | Short transient receptor potential channel 4 (Mus musculus), Q9QUQ5 | Fluo4 calcium fluorescence; stronger effect = higher value | AID 2237, 2010 | actives 0.49% (n = 310,000);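 active = B-score above 5 SD of library B-scores, and initial fluorescence ratio not above library mean plus 5 SD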;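 note: positive B-score marks a calcium rise read as TRPC4 activation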
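Test system: HEK293 cells stably co-expressing mouse TRPC4beta and mu-opioid receptor | Schedule: Fluo4 dye loading 45 min at room temperature, 110 s recording | Measured by: Kinetic Fluo4 calcium fluorescence, 5 s baseline at 1 Hz | Evaluation: B score of integrated ratio | Controls: Buffer (low) and maximal DAMGO (high)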
DYRK1A inh: rat Dyrk1A kinase inhibitors, primary screen, biochemical, single point, plate reader. Dual specificity tyrosine-phosphorylation-regulated kinase 1A (Rattus norvegicus), Q63470. ADP-Glo luminescence, NFATc1 peptide. inhibition, % at 12.5 µM. actives 0.43% (n = 310,000); in the data active = inhibition above about 50%;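 note: plate controls were vehicle with enzyme for no effect and no enzyme for full effect; many of its hits are not listed in these tables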
KCNK9 inh: KCNK9 potassium channel inhibitors, primary screen, HEK293 cells, thallium flux | FluxOR thallium flux fluorescence; stronger effect = lower value | actives 1.2% (n = 310,000) | AID 488922, 2010 | B-score at 10 µM | Potassium channel subfamily K member 9 (Homo sapiens), Q9NPC2;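 active = ratio B-score over 3 SD below the library mean, with starting fluorescence within 5 SD of its mean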;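 note: negative B-score means less thallium flux so channel inhibition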
KCNQ1 pot: potentiators or activators of KCNQ1 channel, primary screen, cell-based, thallium flux, high-throughput. Potassium voltage-gated channel subfamily KQT member 1 (Homo sapiens), P51787. CHO-K1 KCNQ1, thallium flux FluxOR fluorescence; stronger effect = higher value. B-score at 10 µM. actives 0.35% (n = 310,000);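 active = fluorescence ratio B-score, a plate-corrected score, at least three library SD, with initial intensity B-score within 5 SD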
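System: CHO-K1 cells stably expressing KCNQ1 / Medium: assay buffer for compound exposure, DMSO matched across wells / Reagent: thallium- and potassium-containing depolarizing buffer / Compound: one concentration, matched DMSO / Incubation: 20 min compound pretreatment at room temperature / Measured by: kinetic FluxOR fluorescence, 10 s baseline plus 110 s post-stimulus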
TRPC4 PAM: positive allosteric modulators of TRPC4, primary screen, cell-based, mouse TRPC4beta, HEK293 mu-opioid, Fluo-4 calcium | Short transient receptor potential channel 4 (Mus musculus), Q9QUQ5 | DAMGO EC20, Fluo-4 Ca2+ flux; stronger effect = higher value | B-score at 10 µM | actives 0.42% (n = 310,000) | AID 2227, 2009;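 active = B-score of calcium response area above 5 SD of library B-scores, with initial fluorescence ratio within 5 SD of library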;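 note: B-score of integrated fluorescence ratio over time as area under calcium response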
* hit, by the source's call; i = inactive; ? = inconclusive; · = no result given. Not all compounds are listed; rates above refer to the full screens.

smiles,hERG rescue,KCNK3 block,ANO1 activ,HDAC3 inhib,DYRK1A inh,TRPC4 act,ANO1 block,KCNQ1 pot,KCNK9 inh,TRPC4 PAM,KCNQ1 inh
O=C(NC1CCN(Cc2ccc3ccccc3c2)CC1)c1ccccc1,-10,i,i,-3,-3,i,i,i,i,i,i
COc1ccc(C2Oc3ccccc3C3=C2C(c2cccs2)n2ncnc2N3)cc1 (centres undefined),-18,i,i,0,-2,i,i,i,i,i,i
CN(C)C(=S)Nc1cccc(-c2n[nH]c(=S)o2)c1,-9,i,i,-1,10,i,i,i,i,i,i
O=C(C1=C[C@@H](c2ccc(C(F)(F)F)cc2)C[C@@H](OCCCCO)O1)N1CCCCCCC1,-7,i,i,3,6,i,i,i,i,i,i
COc1ccc(CC(=O)Nc2cccc(SC)c2)cc1OC,-12,i,i,·,·,i,·,i,i,i,i
NS(=O)(=O)c1ccc(CCNC(=O)c2ccc[nH]c2=S)cc1,-10,i,i,1,8,i,i,i,i,i,i
CC1=C(C(=O)Nc2ccccc2)C2(CCCCC2)C(C#N)=C(S)N1,-8,i,i,14,-4,i,i,i,i,i,i
C=CCn1c(=S)[nH]c2scc(-c3cccs3)c2c1=O,41*,i,i,·,46,i,·,53*,i,i,i
CC(C)c1cccc(C(C)C)c1OCCCCN1CCCC1,-6,i,i,4,-2,i,i,i,i,i,i
CCNc1c(NC(=O)c2cccs2)c(=O)oc2ccccc12,-2,i,i,-1,3,i,i,i,i,i,i
Cc1c(N2C(=O)/C(=C/c3cccc4ccccc34)SC2=S)c(=O)n(-c2ccccc2)n1C,-8,i,i,-2,0,i,i,i,i,i,i
COc1ccc(N(C(C)C(=O)Nc2ccc(S(=O)(=O)N3CCCCC3)cc2)S(C)(=O)=O)cc1 (centres undefined),-5,i,i,4,7,i,i,i,i,i,i
O=C(NCc1ccccc1)C(c1ccccn1)N(C(=O)c1csnn1)c1ccccc1F (centres undefined),-5,i,i,-7,-2,i,i,i,i,i,i
COc1ccc(N2CC(C(=O)N[C@H](C(=O)NC3CCCC3)C(C)C)CC2=O)cc1 (some centres undefined),-8,i,i,-4,-2,i,i,i,i,i,i
O=C(CN(c1ccc(F)cc1)S(=O)(=O)c1ccc2c(c1)OCCO2)Nc1ccc2c(c1)OCO2,2,i,i,9,-4,i,i,i,i,i,i
O=C(NCCCn1ccnc1)c1cc2nc(-c3ccc(Br)cc3)cc(C(F)(F)F)n2n1,-15,i,i,2,-8,i,i,i,i,i,i

One compound at a time (already shown). Screens in order: hERG rescue | KCNK3 block | ANO1 activ | HDAC3 inhib | DYRK1A inh | TRPC4 act | ANO1 block | KCNQ1 pot | KCNK9 inh | TRPC4 PAM | KCNQ1 inh
CCNc1c(NC(=O)c2cccs2)c(=O)oc2ccccc12 in the list: -2 | i | i | -1 | 3 | i | i | i | i | i | i
O=C(NCCCn1ccnc1)c1cc2nc(-c3ccc(Br)cc3)cc(C(F)(F)F)n2n1 in the list: -15 | i | i | 2 | -8 | i | i | i | i | i | i

The list continues.
smiles,hERG rescue,KCNK3 block,ANO1 activ,HDAC3 inhib,DYRK1A inh,TRPC4 act,ANO1 block,KCNQ1 pot,KCNK9 inh,TRPC4 PAM,KCNQ1 inh
O=C(NCCO)C(O)C(O)C(=O)NCCO (centres undefined),-5,i,i,6,-6,i,i,i,i,i,i
O=C(CCc1nc2ccccc2c(=O)[nH]1)NNC(=O)c1cccc(Cl)c1,-10,i,i,0,15,i,i,i,i,i,i
CC(C)C(=O)NC(=S)N(Cc1ccccc1)Cc1ccccc1,-6,i,i,1,-21,i,i,i,i,i,i
CCOC(=O)N/N=C/c1c(C)nn(-c2ccccc2Cl)c1Cl,1,i,i,2,3,i,i,i,-8.1*,i,i
Cc1cccc2[nH]c(CN(C)Cc3nc(CC4CC4)no3)nc12,-18,i,i,4,-40,i,i,i,i,i,i
COc1ccc(-n2nc(C(N)=O)nc2-c2ccccc2)cc1,-6,i,i,2,-2,i,i,i,i,i,i
Cc1ccccc1C(=O)N1CCN(c2ccccn2)CC1,-6,i,i,-14,3,i,i,i,i,i,i
O=C(Nc1ccc(-c2ccc3nncn3n2)cc1)C1CCCC1,-10,i,i,4,-1,i,i,i,i,i,i
CC(C)Cc1nnc(NC(=O)CCC(=O)N2CCN(Cc3ccc(Cl)cc3)CC2)s1,-8,i,i,-1,0,i,i,i,i,i,i
CC(NC(=O)Cn1c(=O)[nH]c2ccsc2c1=O)C12CC3CC(CC(C3)C1)C2 (centres undefined),-4,i,i,-2,2,i,i,i,i,i,i
CC(C)(C)c1cnnn1-c1ccc(-c2csc(N)n2)cc1,1,i,i,0,3,i,i,i,i,i,i
Cc1ccc(C)c(NC(=S)N2CCCC2)c1,-11,i,i,-6,-7,i,i,i,i,i,i
Cc1cccc(C(=O)Nc2ccc(NC(=O)c3ccccc3)cc2)c1,-2,i,i,-7,4,i,i,i,-11*,i,i
Cn1c(=O)c2c(nc(NCCc3ccccc3)n2Cc2ccc(F)cc2)n(C)c1=O,-2,i,i,9,-2,i,i,i,i,i,i
O=c1cc(O)nc(SCc2ccc(Cl)cc2)[nH]1,-6,i,i,?,-1,i,i,i,i,i,i
O=Cc1ccc(Oc2cc(-c3ccccc3)nc(-c3ccccc3)n2)cc1,-7,i,i,1,10,i,i,i,i,i,i
CC(NC(=O)COC(=O)/C=C/c1ccc([N+](=O)[O-])cc1)c1ccccc1 (centres undefined),-4,i,i,0,-4,i,i,i,i,i,i
CCn1c(SCC(=O)Nc2cccc(NC(=O)c3ccco3)c2)nnc1-c1cccs1,-28,i,i,-3,2,i,i,i,i,i,i
CN1CCC(=NNC(=O)c2ccco2)CC1,-2,i,i,-7,2,i,i,i,i,i,i
CCCOC(=O)c1cccc(Nc2nc(-c3cccnc3)nc3ccccc23)c1,-18,i,i,6,1,i,i,i,i,i,i
COc1ccc(N(C(=O)c2cccnc2)S(=O)(=O)c2ccc3c4c(cccc24)C(=O)N3C)cc1,-6,i,i,-8,-5,i,i,i,i,i,i
Cn1c(C(=O)NCCOc2ccccc2Cl)cc(=O)n(C)c1=O,-7,i,i,4,-6,i,i,i,i,i,i
COc1ccc(CN(CC2CCCO2)S(=O)(=O)c2ccc(C(=O)O)cc2)cc1OC (centres undefined),-9,i,·,-2,-7,i,i,i,i,i,i
O=C(Nc1ccccc1C(=O)N1CCOCC1)c1ccco1,-6,i,i,2,2,i,i,i,i,i,i
CCOc1ccc2nc(SC(CC)C(=O)Nc3cc(C)on3)sc2c1 (centres undefined),-11,i,i,2,2,i,i,i,i,i,i
Cc1ccc2sc(=O)[nH]c2c1,-9,i,i,2,4,i,i,i,i,i,i
O=c1c2ccccc2[nH]c(=S)n1-c1cccc(S(=O)(=O)N2CCCC2)c1,-18,i,i,7,-2,i,i,i,i,i,i
CC(C)=C1SC(N2CCCCC2)=NC1=O,-4,i,i,3,-13,i,i,i,i,i,i
Cc1cccc(C(=O)NCCCNC(=O)c2ccc(C)nc2)c1,-7,i,i,10,-3,i,i,i,i,i,i
Cc1cc(Br)ccc1NC(=O)CN1C(=O)C2C3CC(c4ccccc4)C(C3)C2C1=O (centres undefined),-20,i,i,-2,3,i,i,i,i,i,i
CCOc1ncccc1C(=O)Nc1ccc(S(=O)(=O)NC2=NCCCCC2)cc1,-16,i,i,-4,1,i,i,i,i,i,i
COc1ccc(CN2CCN(C3CCC3)CC2CCO)c(C)c1C (centres undefined),-7,i,i,2,-3,i,i,i,i,i,i
COc1ccc(N(CC(=O)NCCC2=CCCCC2)S(C)(=O)=O)cc1,-9,i,i,-11,5,i,i,i,i,i,i
O=C(Cc1ccccc1)NCCc1cnc[nH]1,0,i,i,2,-1,i,i,i,i,i,i
CCOC(=O)C1CCN(C2=NC(=O)/C(=C/c3ccccc3OC)S2)CC1,-4,i,i,1,9,i,i,i,i,i,i
Cc1cc(C)nc(SCCS(=O)Cc2ccc(Cl)cc2)n1 (centres undefined),-4,i,i,-4,11,i,i,i,i,i,i
COc1cc(CC(NC(C)=O)C(=O)NC2CCN(C(=O)Nc3ccc(C)cc3)CC2)cc(OC)c1 (centres undefined),-16,i,i,1,-2,i,i,i,i,i,i
Cc1sc(NC(=O)CSc2nnnn2C)c(C#N)c1C,-5,i,i,-6,2,i,i,i,i,i,i
CCCN1CNC(=S)N(c2ccccc2OCC)C1,-7,i,i,2,1,i,i,i,i,i,i
Cc1ccc(NC(=O)NNC(=O)COc2ccc3ccccc3c2)cc1,-6,i,i,-2,2,i,i,i,i,i,i
COc1ccc(NC(=O)CS(=O)(=O)Cc2ccccc2)c([N+](=O)[O-])c1,0,i,i,-7,·,i,i,i,i,i,i
Cc1ccc(C(=O)Cn2cnc3ccccc3c2=O)cc1C,-8,i,i,3,10,i,i,i,i,i,i
O=C(NCCC1=CCCCC1)NC12CC3CC(CC(C3)C1)C2,-22,i,i,2,3,i,i,i,i,i,6*
O=c1[nH]cc(S(=O)(=O)N2CCCc3ccccc32)c(=O)[nH]1,-5,i,i,-7,7,i,i,i,i,i,i
CC(OC(=O)c1cc(=O)[nH]c2ccccc12)C(=O)NCc1ccccc1 (centres undefined),-13,i,i,-3,3,i,i,i,i,i,i
Cn1c(=O)oc2cc(S(=O)(=O)N3CCC(C(=O)Nc4ccc(OC(F)(F)F)cc4)CC3)ccc21,-6,i,i,2,6,i,i,i,i,i,i

Screening data as filed in PubChem.
